Screens (PubChem)
N370S GC – inhibitors or activators of N370S glucocerebrosidase for Gaucher disease; P04062; N370S GC spleen homogenate, 4MU-glucoside fluorescence; Potency, µM (doses to about 59.4 µM), inactives show at the highest dose activity change, negative = inhibition, usual class: inhibitors; 330,000 tested, 0.092% active;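 further: 0% = full enzyme activity and -100% = no enzyme basal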
TDP1 cell noCPT – qHTS for Inhibitors of human tyrosyl-DNA phosphodiesterase 1 (TDP1): qHTS in cells in absence of CPT; DT40 Tdp1-/- hTDP1 cells, no CPT, ATP luminescence, 48 h; Potency, µM (doses to about 46.2 µM), inactives show at the highest dose activity change, negative = growth inhibition, actives largely listed as inhibitors; 420,000 tested, 15% active; further: nearly all actives have a fitted effect of over 55% in size
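Luminescent ATP content (CellTiter-Glo) served as the growth readout. Knockout chicken DT40 cells expressing human TDP1 were exposed to compounds without camptothecin for a minimum 48 hr at 37 °C.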
TDP1 inh – TDP1 (human) enzyme inhibition; Q9NUW8; recombinant TDP1, AlphaScreen DNA substrate cleavage; Potency, µM (doses to about 130 µM), inactives show at the top dose activity change, negative = inhibition, usual class: inhibitors; 350,000 tested, 0.28% active; further: nearly all actives have a fitted effect of over 40% in size
Target sequence (Q9NUW8 whole entry, looked up): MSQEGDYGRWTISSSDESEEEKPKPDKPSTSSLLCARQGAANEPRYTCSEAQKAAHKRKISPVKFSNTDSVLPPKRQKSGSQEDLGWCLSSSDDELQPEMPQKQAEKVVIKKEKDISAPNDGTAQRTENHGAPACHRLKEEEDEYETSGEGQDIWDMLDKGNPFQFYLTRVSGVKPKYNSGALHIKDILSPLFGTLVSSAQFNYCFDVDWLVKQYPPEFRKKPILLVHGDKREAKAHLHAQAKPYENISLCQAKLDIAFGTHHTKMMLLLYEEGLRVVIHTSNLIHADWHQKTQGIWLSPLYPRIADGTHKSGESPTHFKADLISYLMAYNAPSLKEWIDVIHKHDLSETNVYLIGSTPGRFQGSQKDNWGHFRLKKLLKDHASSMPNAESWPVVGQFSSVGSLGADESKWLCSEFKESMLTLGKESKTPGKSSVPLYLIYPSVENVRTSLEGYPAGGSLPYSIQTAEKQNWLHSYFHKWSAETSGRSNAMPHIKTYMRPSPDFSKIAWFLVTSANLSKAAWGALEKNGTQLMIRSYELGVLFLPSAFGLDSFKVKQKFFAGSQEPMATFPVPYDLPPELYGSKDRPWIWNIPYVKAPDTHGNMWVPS
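Recombinant human Tdp1 (E. coli-expressed, 1 nM final) preincubated with compounds 15 min at room temperature, then 5'-biotin/3'-phosphotyrosine-FITC DNA substrate (15 nM final) added for 5 min. AlphaScreen beads (10 ug/ml final) added 10 min; cleavage lowers signal.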
* marks the source's active call; other numbers are inactive results; ? = inconclusive; nt = no result given; & = joins results of further samples; [ ] = remark or other dose. The call rests on the fitted dose curve; in most records, active means well fitted curve in the direction sought with a large enough effect; inconclusive means small, poorly fitted or top-dose-only effect, or another doubt; inactive means no such curve, though single readings can be large; an effect the other way counts as inactive or inconclusive. Unless noted, on the % scale 0 is the no-effect control and ±100 the full control effect; potency means the concentration at half of the fitted maximal effect. These rows are one share of the data; count on the stated rates, not on these rows.

Each structure is followed by: N370S GC	TDP1 cell noCPT	TDP1 inh
OC(Cc1nc2ccccc2[nH]1)c1ccccc1Cl (configuration not stated)
→ -10%	1%	5%
CCN(CC)S(=O)(=O)c1ccc(O)c(C(=O)OCC(=O)NC23CC4CC(CC(C4)C2)C3)c1
→ nt	-22%	1%
COc1ccc(CNC(=O)C2CCN(c3nnc(-n4cccc4CNc4ccc(C)cc4)s3)CC2)c(OC)c1
→ nt	13µM*	1%
CCCCn1c(N)c(N(CC(C)C)C(=O)C2CCCO2)c(=O)[nH]c1=O (configuration not stated)
→ -2%	3%	nt
O=C(NC1=NCCS1)c1cc2ccccc2o1
→ 5%	-9%	1%
C=C(C)CCOC(=O)C(CC(=O)O)NCc1ccco1 (configuration not stated)
→ 0%	4%	nt
COc1cc(C)ccc1OCc1cc(C(=O)N(Cc2nccn2C)C(C)C)no1
→ -2%	-7%	3%
CN(CC(=O)Nc1cccc(F)c1)CC(=O)Nc1ccccc1-c1ccccc1
→ nt	?	-1%
O=C(NCc1ccccc1)c1onc(CSc2ccccc2)c1C(=O)NCC1CC1
→ ?	21µM*	-4%
COc1ccc(N2CCC(CNC(=S)Nc3ccc(C)cc3C)C2)cc1 (configuration not stated)
→ 18%	18µM*	14%
CC(CN1CCCC1)OC(=O)c1cccc(F)c1 (configuration not stated)
→ -11%	10%	7%
Cc1ccccc1NC(=O)c1cccc(S(C)(=O)=O)c1
→ 6%	13%	3%
COc1ccc(CNC(=O)C2CCC(CNS(=O)(=O)c3cccc4nsnc34)CC2)cc1 (configuration not stated)
→ 5%	-25%	0%
Cc1ccccc1-n1c(=O)c2ccccc2n(Cc2ccc(F)cc2)c1=O
→ nt	?	1%
COc1ccc(-c2csc(NC(=O)Cc3cccc4ccccc34)c2C(=O)O)cc1
→ -6%	2%	-1%
O=C(CCCn1c(=S)[nH]c2cc3c(cc2c1=O)OCO3)NC1CC1
→ -5%	-13%	3%
CC(=O)N1CCC2(CCCN(c3ccccn3)C2)CC1
→ -1%	-15%	nt
CCn1cc(CN2CCC(n3nccc3NC(=O)Cc3ccccc3)CC2)cn1
→ 0%	-4%	1%
CC(C)(C)c1ccc(C(=O)Cn2nc(C(=O)O)c3ccccc3c2=O)cc1
→ -29%	?	4%
COc1ccc(S(=O)(=O)N2CCCCC2)cc1NC(=O)c1ccccc1
→ -2%	-19%	-1%
NC(=O)C(=O)N/N=C/c1cccc(C(F)(F)F)c1
→ 1%	12%	1%
COc1ccc(N=C2SC(C(=O)O)CC(=O)N2Cc2ccc(OC)c(OC)c2)cc1 (configuration not stated)
→ -1%	-2%	2%
CCOC(=O)C1(CCc2ccccc2)CCN(Cc2ccc(C(=O)OC)cc2)CC1
→ -6%	16µM*	nt
COC(=O)c1c(NC(=O)C2SC(=NC3CCCCC3)C(C(N)=O)=C2N)sc2c1CCCC2 (configuration not stated)
→ -23%	-8%	5%
O=C(CCC(=O)OCc1ccc(Br)cc1)Nc1ccccc1
→ 6%	?	-8%
CCOC(=O)CNC(=O)CSc1cn(CC(=O)N2CCCCCC2)c2ccccc12
→ nt	-8%	3%
CC[C@H](C)[C@H](NC(=O)[C@H](CO)NC(=O)[C@@H](NC(=O)[C@H](CO)NC(=O)[C@@H](NC(=O)[C@H](CC(N)=O)NC(=O)[C@H](Cc1ccccc1)NC(=O)[C@H](CO)NC(=O)[C@H](CS)NC(=O)[C@H](CC(N)=O)NC(=O)[C@H](CCCCN)NC(=O)[C@@H](NC(=O)[C@H](CCC(=O)O)NC(=O)CN)[C@@H](C)CC)[C@@H](C)CC)[C@@H](C)O)C(=O)N[C@@H](CCCN=C(N)N)C(=O)O
→ -1%	nt	21%
Cc1ccc(C2C3=C(CC(C)(C)CC3=O)Nc3n[nH]c(C)c32)cc1 (configuration not stated)
→ -21%	-1%	5%
COc1ncc2nc(-c3cc(F)cc(F)c3)c(=O)n(Cc3cccs3)c2n1
→ 7%	10%	nt
COCCCNc1nc2nonc2nc1N1CCC(C(C)N2CCOCC2)CC1 (configuration not stated)
→ -6%	6%	6%
O=C(Cc1ccc(O)cc1)NC1CCCCCC1
→ -9%	-23%	1%
Cc1ccc(CCNC(=O)c2cc3sccc3n2Cc2ccc(C)cc2)cc1
→ nt	?	-1%
Cc1cc(Nc2ccc(Cl)cc2C)nc(-n2nc(C)cc2C)n1
→ nt	1.6µM*	3%
COc1cc(NC(=O)C(=O)NCCN2CCNCC2)c(OC)cc1Cl
→ -8%	-2%	0%
CCNc1nc(NC(C)CC)nc(ON=C(C)C)n1 (configuration not stated)
→ 4%	6%	0%
Cc1nc2ccc(Cl)cn2c1C(=O)NN
→ 17%	-19%	7%
COc1ccc(CC(=O)NNC(=O)CCc2ccccc2)cc1OC
→ 12%	12%	3%
CCCNC(=O)C1(CC2CC(c3ccccc3)=NO2)CCN(C(=O)C2CCCC2)CC1 (configuration not stated)
→ -9%	-7%	-3%
CCOC(=O)c1cnc2ccc(C)cc2c1Sc1ccccc1C(=O)OC
→ 19%	?	4%
Cc1nnc(NC(=O)c2nc(SC(C)C)ncc2Cl)s1
→ nt	-8%	-2%
CCNS(=O)(=O)c1ccc2c3c(cccc13)C(=O)N2
→ 0%	-23%	4%
CCc1nnc(SCc2nc(-c3ccc(OC)cc3)oc2C)c2cc3sccc3n12
→ nt	-14%	0%
O=C(COC(=O)CSc1ccc(F)cc1)NCc1ccco1
→ nt	8%	4%
N/C(=N\OS(=O)(=O)c1cc(Cl)ccc1Cl)c1ccncc1
→ 7%[12.8 µM]	7%	-2%
O=C(CSc1ccccc1)N1CCc2c([nH]c3ccccc23)C1c1ccc(Cl)cc1 (configuration not stated)
→ nt	?	8%
O=C1CC(NCc2cccs2)C(=O)N1c1ccc(Cl)cc1 (configuration not stated)
→ 0%	-3%	7%
Cc1ccc(N(CC(=O)N/N=C/c2cccc(Br)c2)S(C)(=O)=O)cc1
→ 3%	?	1%
O=C(CCN1C(=O)c2ccccc2C1=O)Nc1ccncc1
→ 4%	-10%	3%
O=C(Nc1cc(S(=O)(=O)N2CCCC2)ccc1Cl)c1cc(F)c(F)c(F)c1F
→ nt	-30%	1%
Cn1c(=O)c2c(nc(CN3CCN(CCO)CC3)n2CCc2ccccc2)n(C)c1=O
→ 1%	-14%	nt
Cn1nnnc1NCc1ccc(Cl)cc1
→ -6%	-11%	-3%
O=C(Nc1ccc2c(c1)OCO2)c1ccc(N2C(=O)c3ccccc3C2=O)cc1
→ 3%	-6%	5%
O=C(NCc1ccncc1)C(=O)NCC1OCCCN1S(=O)(=O)c1ccccc1 (configuration not stated)
→ 0%	-22%	2%
O=C(CN(Cc1ccc(F)cc1)C(=O)CNS(=O)(=O)c1ccc(Cl)cc1)NCC1CCCO1 (configuration not stated)
→ 3%	-17%	nt
S=C(Nc1ccc(Cl)cc1Cl)N1CCN(c2ccccn2)CC1
→ -4%	11%	1%
CCOc1ccc(N(CC(=O)Nc2ccccc2C)S(=O)(=O)c2c(C)noc2C)cc1
→ 4%	2.9µM*	4%
O=C(COC(=O)c1ccc(S(=O)(=O)N2CCOCC2)cc1)Nc1nc(-c2ccccc2)cs1
→ -12%	-2%	4%
CCOC(=O)N1CCN(S(=O)(=O)c2c(C(=O)N3CCCCC3)c(C)n(C)c2C)CC1
→ -14%	24%	2%
CCOC(=O)C1=C(CN2CCN(c3ccccc3F)CC2)NC(=O)NC1c1ccc(Cl)cc1 (configuration not stated)
→ nt	16µM*	-7%
C=CCSc1n[nH]c2nc3c(c(=O)n12)C1(CCCC1)Cc1ccccc1-3
→ 9%	-2%	2%

Remaining list, next part
Each structure is followed by: N370S GC	TDP1 cell noCPT	TDP1 inh
CC(C)CN(C(=O)CN1CCN(c2ccc(F)cc2)CC1)c1c(N)n(CC(C)C)c(=O)[nH]c1=O
→ 3%	-3%	0%
CCCCCOc1ccc(NC(=O)CCCC(=O)O)cc1
→ -9%	11%	3%
Cc1ccc(-c2nc(Cn3c(=O)cc(-c4ccccc4)c4c(C)nn(C)c43)c(C)o2)cc1
→ nt	-4%	5%
Cc1cccc(OCc2nnc(SCC(=O)c3c(N)n(C4CC4)c(=O)[nH]c3=O)o2)c1
→ 3%	?	-18%
COc1ccc2nc(SCC(O)c3cccc(Br)c3)[nH]c2c1 (configuration not stated)
→ nt	?	9%
Cc1nnc(SC(C)C(=O)NC2CCCCC2)s1 (configuration not stated)
→ 2%	-1%	2%
Cc1nc(N)sc1N=Nc1ccc(Br)cc1
→ 7%	-17%	11%
Cc1nc2ccccc2n1C1CC(=O)N(Cc2ccccc2)C1=O (configuration not stated)
→ 4%	-9%	7%
CC(=O)c1nc(N2C(=O)C3CC=C(C)CC3C2=O)sc1C (configuration not stated)
→ -5%	-13%	nt
Cc1c(Cl)cccc1NC(=O)N1CCC(CN2CCOCC2)CC1
→ nt	-12%	-5%
CCS(=O)(=O)N1Cc2ccccc2CC1C(=O)Nc1cccc(OC)c1 (configuration not stated)
→ -14%	-10%	nt
CCCOC1CCCN(C(=O)c2cc(COc3c(F)cccc3F)on2)C1 (configuration not stated)
→ -14%	?	0%
C=CCc1ccc(OCCCOc2ccc(C(=O)O)cc2)c(OC)c1
→ 6%	-3%	2%
COc1cccc(NC(=O)CSCc2cc(=O)n3ccsc3n2)c1
→ 4%	25%	7%
CCOC(=O)c1ccc(NC(=O)CNNC(=O)COc2ccccc2C)cc1
→ nt	?	0%
CCOc1ccc(CCNC(=O)c2sc3ncccc3c2-n2cccc2)cc1OCC
→ nt	?	4%
CC(=O)Nc1ccc(C2Nc3c(C)cc(C)cc3-c3cc(C)nn32)cc1 (configuration not stated)
→ nt	?	0%
COc1ccc(OC)c(CCNC(=O)c2ccc(NC3=NC4CS(=O)(=O)CC4S3)cc2)c1 (configuration not stated)
→ -2%	2%	nt
COc1ccc(Br)cc1CNC(=O)Cn1ncn2nc(-c3cccs3)cc2c1=O
→ nt	13µM*	-3%
Cc1ccc(C)c(NC(=O)CSc2ccc(-c3ccco3)nn2)c1
→ 6%	?	-3%
COc1ccc(CN2CCc3c(c(=O)n4ncc(C(=O)N5CCN(c6ccccc6OC)CC5)c4n3C)C2)cc1
→ nt	12µM*	4%
Cc1nc(N2CCN(c3ccccc3)CC2)nc2c1C(=O)CC(c1ccccc1)C2 (configuration not stated)
→ 8%	?	-6%
O=C(Nc1ccc(S(=O)(=O)N2CCCCC2)cc1)C1CC(=O)N(c2ccc(F)cc2)C1 (configuration not stated)
→ -4%	?	3%[0.0935 µM]
COC(=O)c1ccc(S(=O)(=O)NCCc2ccccc2OC)n1C
→ -7%	?	5%
CC(=O)Nc1ccccc1C(=O)C(=O)O
→ 0%&-3%	2%[9.04 µM]	9%&-2%
Cc1cccc(OC(C)C(=O)Nc2ncn[nH]2)c1 (configuration not stated)
→ nt	6%	-1%
CC(C)CN1CC(COCc2ccccc2)Oc2ccccc2S1(=O)=O (configuration not stated)
→ nt	?	-4%[56.1 µM]
CCOc1cc2sc(N3CCC(C(=O)Nc4ccc(C(C)C)cc4)CC3)nc2cc1Br
→ nt	?	-4%
CCCS(=O)(=O)Nc1ccc(-c2cn3c(n2)SCC3)cc1
→ -5%	-18%	8%
C[n+]1cn(/N=C/c2ccccc2)c2ccccc21
→ 3%	-24%	5%
Cc1cc(SCC(=O)N/N=C/c2ccc(O)cc2O)c(C)cc1Br
→ -21%	?	14%
Cc1noc(C)c1C(=O)N1CCC(Cc2ccccc2)CC1
→ 2%	?	2%
O=C(COc1ccc(Cl)cc1Cl)N/N=C/c1ccccn1
→ -11%	?	1%
Cc1c(CNC2CCCCCC2)c(C(=O)O)c(C)n1Cc1c(F)cccc1Cl
→ nt	?	3%
CCc1ccc(NC(=O)c2cc3c(C)nc4ccccc4c3o2)cc1
→ 4%	16µM*	2%
O=C(O)C1CCN1C1CCCCC1 (configuration not stated)
→ 1%	-4%	-5%
O=C(COC(=O)c1ccc(Sc2ccccc2)c([N+](=O)[O-])c1)NC1CCCc2ccccc21 (configuration not stated)
→ -5%	-2%	1%

Quoted at random: four entries already listed.
Each structure is followed by: N370S GC	TDP1 cell noCPT	TDP1 inh
O=C(COc1ccc(Cl)cc1Cl)N/N=C/c1ccccn1
→ -11%	?	1%
CCc1ccc(NC(=O)c2cc3c(C)nc4ccccc4c3o2)cc1
→ 4%	16µM*	2%
O=C(O)C1CCN1C1CCCCC1 (configuration not stated)
→ 1%	-4%	-5%
O=C(COC(=O)c1ccc(Sc2ccccc2)c([N+](=O)[O-])c1)NC1CCCc2ccccc21 (configuration not stated)
→ -5%	-2%	1%
